Screening data (PubChem BioAssay)
XBP1 UPR activ: activators of adaptive arm of unfolded protein response (XBP1); AID 463104; CHO-XBP1 luciferase reporter, IRE1-XBP1 UPR activation, luminescence; percent of tunicamycin response, DMSO as zero; 0.33% of 330,000 active; activation, % at 20 µM;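 active = versus positive control, 20 µM dose yields 30% or more activation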;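 note: 100% = tunicamycin at 10 µg/mL and 0% = DMSO only wells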
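Material: CHO-XBP1 cells stably carrying IRE1-XBP1-driven luciferase reporter / Amount: 1000 cells per well / Compound: 20 µM, 1% DMSO / Times: 6 h treatment, 37 °C / Detection: luciferase luminescence / Measure: % activation of reporter signal versus tunicamycin and DMSO controls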
APJ antag: APJ receptor antagonism; 0.32% of 330,000 active; AID 2521; P35414; CHO-K1 APJ beta-arrestin complementation, luminescence; inhibition, % at 20 µM;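 active = inhibition above about 40% at 20 µM, limit read from the data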;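 note: cells challenged with 10 nM apelin-13 agonist together with compound; plate controls were apelin-13 plus DMSO wells for no effect and DMSO wells lacking apelin-13 for full effect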
Target sequence (P35414 whole entry, looked up): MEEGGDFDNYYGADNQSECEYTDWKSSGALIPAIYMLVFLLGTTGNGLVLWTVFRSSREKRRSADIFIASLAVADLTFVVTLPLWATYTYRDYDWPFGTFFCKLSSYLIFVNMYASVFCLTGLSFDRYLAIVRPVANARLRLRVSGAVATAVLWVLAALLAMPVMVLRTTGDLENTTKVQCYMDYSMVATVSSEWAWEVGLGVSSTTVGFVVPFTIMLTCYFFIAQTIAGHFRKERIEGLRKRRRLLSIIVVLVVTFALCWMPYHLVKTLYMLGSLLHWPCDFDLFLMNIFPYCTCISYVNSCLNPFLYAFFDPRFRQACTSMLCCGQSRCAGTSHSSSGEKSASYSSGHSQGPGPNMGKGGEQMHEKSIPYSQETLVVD
TIM10 inh: TIM10 yeast growth inhibition; 1.4% of 330,000 active; inhibition, % at 10 µM; S. cerevisiae TIM10 strain growth, BacTiter-Glo luminescence, 24 h;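 active = inhibition of 40% or more at the single tested concentration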;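 note: wild-type TIM10 isogenic control strain grown at permissive 25 °C; 0% = DMSO yeast wells and 100% = minimal medium wells without yeast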
Mdm2-MdmX inh: disrupts the human Mdm2-MdmX interaction; O15151+Q00987; SaOS-2 split-luciferase Mdm2/MdmX complementation, luminescence; inhibition, % at 8 µM; 3% of 330,000 active;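 active = inhibition of at least 50% at 8 µM in the primary screen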
tim10-1 inh: growth inhibitors of tim10-1 mutant yeast; S. cerevisiae tim10-1 ts strain growth, BacTiter-Glo, 24 h; inhibition, % at 20 µM; 2.2% of 330,000 active; AID 463190;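 active = inhibition of at least 40%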;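 note: mutant grown at 25 °C; 0% = DMSO wells with yeast and 100% = wells holding no yeast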
tim23-1 inh: inhibits growth of tim23-1 mutant yeast; S. cerevisiae tim23-1 growth, BacTiter-Glo luminescence, 24 h; inhibition, % at 20 µM; 1.3% of 330,000 active; AID 463212;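 active = growth inhibition of the mutant yeast at or above 50%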;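 note: temperature-sensitive mutant grown at 25 °C; plate controls were DMSO-treated mutant yeast for no effect and medium wells lacking yeast for full effect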
APJ ag: agonists of human APJ apelin receptor | CHO-K1 APJ PathHunter beta-arrestin, luminescence; 0% DMSO wells, 100% apelin | 0.11% of 330,000 active | activation, % at 20 µM;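 active = activation more than six SD over the plate average, tested at 20 µM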;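 note: 0% = DMSO alone and 100% = apelin-13 at 10 nM; some results filed as inactive read as strong as hits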
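Material: CHO-K1 APJ beta-arrestin complementation cell line; Input: cell density 1000 per well; Incubation: compound stimulation 90 min at 25 °C, detection 60 min; Signal: luminescence from split beta-galactosidase complementation, Galacton Star/Emerald II substrate; Controls: DMSO-only wells as negative, 10 nM Apelin-13 as positive control.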
UPR CHOP act: activators of apoptotic arm of unfolded protein response (CHOP); 0.34% of 330,000 active; CHO-CHOP luciferase reporter, UPR activation, luminescence; percent of tunicamycin response over DMSO baseline; activation, % at 10 µM;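 active = at 10 µM dose, activation of 40% or more, normalized to positive control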;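 note: 100% = tunicamycin at 10 µg/mL and 0% = DMSO alone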
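Test system: CHO-CHOP cells, stable luciferase reporter of PERK-eIF2a-CHOP signalling | Quantity: 500 CHO-CHOP cells per well | Buffer or medium: F12 plus 10% serum | Compound dosing: 10 µM single point, 0.5% DMSO | Schedule: 6 h compound treatment, 37 °C | Signal: Luciferase luminescence | Control set: Tunicamycin high control, DMSO low control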
CXCR6 inh: CXCR6 (human) receptor inhibition. 0.36% of 360,000 active. inhibition, % at 20 µM. O00574. AID 602244. CHO-K1 PathHunter CXCR6 beta-arrestin, luminescence; in the data active = inhibition above about 34%, passing the limit was not always enough;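 note: antagonist mode with CXCL16 agonist at 10 nM final; 0% = 10 nM CXCL16 with DMSO and 100% = unstimulated wells without agonist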
Target sequence (O00574 whole entry, looked up): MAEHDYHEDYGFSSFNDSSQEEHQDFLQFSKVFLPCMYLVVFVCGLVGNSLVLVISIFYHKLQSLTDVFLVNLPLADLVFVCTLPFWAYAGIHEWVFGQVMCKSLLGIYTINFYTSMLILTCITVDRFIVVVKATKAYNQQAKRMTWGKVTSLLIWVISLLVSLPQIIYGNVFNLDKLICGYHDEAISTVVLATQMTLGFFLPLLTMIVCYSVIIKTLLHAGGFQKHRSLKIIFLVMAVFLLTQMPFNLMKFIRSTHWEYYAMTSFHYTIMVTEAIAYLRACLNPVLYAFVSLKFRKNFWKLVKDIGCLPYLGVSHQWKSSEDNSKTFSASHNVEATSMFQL
The depositor's hits bear a star; x = no result given. An excerpt. The share of hits here may be higher or lower than overall.

molecule,XBP1 UPR activ,APJ antag,TIM10 inh,Mdm2-MdmX inh,tim10-1 inh,tim23-1 inh,APJ ag,UPR CHOP act,CXCR6 inh
CCOC(=O)CC1=C(C(=O)OCC)C2(C(=O)N1)C(C(=O)OC)=C(N)Oc1ccccc12 (stereo not drawn),-1,0,5,-12,-1,1,1,0.9,-3
CCOC(=O)c1c(-n2c(C)cc(C=C3C(=O)NC(=O)NC3=O)c2C)sc2c1CCCC2,0,6,-18,0,25,12,6,5.3,4
CC1CN=C(Nc2ccc(F)cc2)S1 (stereo not drawn),0,-1,-6,13,3,9,-3,-1.6,1
Cc1nc2cc(C(=O)N3CCC4(CC3)OCCO4)ccc2n1-c1cccc(F)c1,1,2,4,18,15,16,0,0.0,5
COc1ccc(CCNC(=O)c2c(N)n(CCN3CCOCC3)c3nc4ccccc4nc23)cc1OC,-2,28,16,54*,29,25,-4,-0.7,18
O=c1[nH]c(=S)n(C2CC2)c(O)c1C=NCc1cccnc1,-2,6,16,8,7,2,-2,-1.1,x
OC1/C(=C/c2ccc(C(F)(F)F)cc2)N2CCC1CC2 (stereo not drawn),7,2,-3,17,6,9,0,2.9,1
CC/C(=N\N1CCCCC1)c1c(O)[nH]c(=O)[nH]c1=O,4,-15,1,4,-3,-13,-3,-1.6,-6
CCCOc1ccc(C(C)=O)cc1Cc1c(O)[nH]c(=S)[nH]c1=O,-5,3,5,21,-9,4,-3,0.8,5
COc1cc(OC)c(OC)cc1C=O,9,6,2,10,-4,-3,-5,-0.1,-4
Cc1ccc(/C=C2\C(=O)NC(=O)N(CC3CCCO3)C2=O)s1 (stereo not drawn),2,-5,2,-1,-3,1,8,-1.4,-12
O=c1c2ccccc2nc(/C=C/c2ccc3c(c2)OCO3)n1-c1cccc(O)c1,-1,-6,15,-4,23,27,-2,0.6,0
COC(=O)C1=C(c2ccc(S(C)(=O)=O)cc2)C[C@@H]2CC[C@H]1N2C(=O)N1CCCC1,4,10,0,20,-16,4,-2,-0.9,1
COc1ccc(-n2c(-c3ccco3)nc3ccccc3c2=O)cc1,-1,-8,-13,-5,14,15,-3,0.0,6
Clc1ccc(CO/N=C(\Cn2ccnc2)c2ccc(Cl)cc2Cl)c(Cl)c1,-7,-6,-72,56*,33,-41,6,6.7,x
Clc1cccc(Cl)c1C1N2CCCN12 (stereo not drawn),0,-13,1,15,0,6,-5,-1.0,-6
CC(=O)O[C@@H]1CC[C@]2(C)C3CC[C@]4(C)C(=O)[C@H](O)CC4C3[C@@H](OC(C)=O)C[C@H]2C1 (stereo partly drawn),-6,5,-30,26,-28,-9,-4,-0.6,10
Cn1c(O)c(C=NCCN2CCN(C(=O)Nc3ccccc3)CC2)c(=O)n(C)c1=O,2,-2,-8,-23,12,19,-4,0.9,-5
C=C1C(=O)O[C@@H]2C[C@@H](C)[C@@H]3C=CC(=O)[C@@]3(C)[C@@H](OC(=O)CC(=O)O[C@H]3[C@@H]4C(=C)C(=O)O[C@@H]4C[C@@H](C)[C@@H]4C=CC(=O)[C@]43C)[C@H]12,-9,83*,14,97*,7,13,-9,-9.1,92*
COP(=O)(OC)C(NC(=O)/C=C/c1ccccc1)C(Cl)(Cl)Cl (stereo not drawn),0,6,12,3,-9,-1,-4,0.7,0
C#CCN1CCN(c2cccc(C(F)(F)F)c2)CC1,0,-9,-10,6,0,21,1,1.8,2
CN1CCN(c2ccc([N+](=O)[O-])c3cccnc23)CC1,0,-18,0,17,5,-3,1,1.8,1
C/C=C1/CC(C)C(C)(O)C(=O)OCC2CCN3CCC(OC1=O)C23 (stereo not drawn),1,-17,13,4,11,7,-2,-1.2,9
CCN1CCN(C(=O)COc2cc(=O)n(CC)c3ccccc23)CC1,-3,2,3,32,8,-14,-1,-2.0,-2
COc1ccc(C(CN(C)C)C2(O)CCCCC2)cc1 (stereo not drawn),-8,-1,1,11,-4,-18,-6,-2.1,3
C/C(=N\Nc1cccc2ccccc12)c1c(O)n(Cc2ccccc2)c(=O)[nH]c1=O,-2,-33,5,11,26,21,-1,-0.9,-14
O=c1[nH]c(O)c(/C=C2/C=CC(c3cc(Cl)ccc3Cl)=N2)c(=O)[nH]1,68*,-58,52*,46,32,54*,19*,13,-6
CCCCN1C(=O)NC(=O)C2(Cc3c(nc4ccccn4c3=O)N3CCc4ccccc4C32)C1=O (stereo not drawn),1,23,31,16,29,27,-3,-2.8,4
Cn1cc(C=C2C(=O)NC(=O)NC2=O)c2ccccc21,-3,7,5,0,9,9,-1,0.1,4
CN1Cc2cccnc2N(C)Cc2cc(Cl)ccc21,1,14,23,1,25,16,-3,-0.2,10
COC(=O)C(O)(c1ccc(N(C)C(=O)c2ccc(Cl)c(Cl)c2)cc1)C(F)(F)F (stereo not drawn),3,-9,19,-37,19,23,-1,2.8,1
CCOC(=O)C1(CCc2ccccc2)CCN(Cc2cccc3c2OCO3)CC1,-1,8,-4,21,40*,14,-1,-3.1,-10
C=CCn1c(O)c(C(CC)=Nc2ccc(NC(C)=O)cc2)c(=O)[nH]c1=O,1,14,37,21,8,13,-4,0.5,4
CCCCc1nc2ccccc2c(=O)n1-c1ccc(Cl)cc1[N+](=O)[O-],-1,-28,3,5,-4,4,1,-1.4,1
C=CCn1c(O)c(C=NCCN2CCOCC2)c(=O)[nH]c1=S,0,-13,17,19,-16,-5,-4,-1.3,-7
OC(c1ccccc1)(c1ccccc1)C1CN2CCC1CC2 (stereo not drawn),0,3,-3,9,18,-3,-3,-0.6,9
CCN1C[C@]2(COC)CC[C@H](OC)[C@@]34C5C[C@H]6C(=O)C5[C@](O)(C[C@H]6OC)[C@@](O)(C(OC)C23)[C@@H]14 (stereo partly drawn),-2,1,-6,-15,1,14,-4,-0.4,7
CCN(CC)C(=O)Cn1cc(/C=C2\C(=O)NC(=O)N(c3ccccc3F)C2=O)c2ccccc21,-2,20,-12,-14,14,-9,-1,21,31
CCCCCn1c(=O)c(C(=O)NCc2ccncc2)c(O)c2ccccc21,6,0,11,51*,25,6,-1,-1.2,13
COc1ccc(C(=O)N2CCOCC2)cc1S(=O)(=O)N1CCC(C)CC1,-1,17,-2,17,17,-8,-4,1.2,-5
C=CCn1c(O)c(C(C)=Nc2cccc(C(=O)O)c2)c(=O)[nH]c1=O,-1,8,-8,30,-5,-4,-6,0.1,-2
CN(C)S(=O)(=O)c1cccc(C(=O)N2CCC(C(=O)O)(c3ccccc3)CC2)c1,0,2,1,-10,21,14,-1,3.4,2
O=S(=O)(NC1CN2CCC1CC2)c1ccc(Cl)cc1 (stereo not drawn),-3,3,4,18,-6,6,1,-0.5,2
O=Cc1c(C(=O)O)n(Cc2ccccc2F)c2ccccc12,-5,-13,-12,0,19,2,-2,-0.2,-5
CCOC(C(=O)OCC(O)CN(CC)CC)(c1ccccc1)c1ccccc1 (stereo not drawn),-1,-1,6,-8,11,-1,0,-1.2,1

In a second layout: entries from further up.
Below each compound: XBP1 UPR activ | APJ antag | TIM10 inh | Mdm2-MdmX inh | tim10-1 inh | tim23-1 inh | APJ ag | UPR CHOP act | CXCR6 inh
- CCN(CC)C(=O)Cn1cc(/C=C2\C(=O)NC(=O)N(c3ccccc3F)C2=O)c2ccccc21
→ -2 | 20 | -12 | -14 | 14 | -9 | -1 | 21 | 31
- CCCCCn1c(=O)c(C(=O)NCc2ccncc2)c(O)c2ccccc21
→ 6 | 0 | 11 | 51* | 25 | 6 | -1 | -1.2 | 13

Other records.
molecule,XBP1 UPR activ,APJ antag,TIM10 inh,Mdm2-MdmX inh,tim10-1 inh,tim23-1 inh,APJ ag,UPR CHOP act,CXCR6 inh
O=Cc1cn(Cc2c(F)cccc2Cl)nc1-c1ccccc1,-1,15,39,23,39,55*,0,4.2,-6
COc1ccc(C2=NCC(=S)Nc3ccc(Cl)cc32)cc1OC,-1,-4,8,29,-3,1,-1,0.6,16
COCCNC(=O)N1[C@H]2CC[C@@H]1C(C(=O)OC)=C(c1ccc(OC(F)(F)F)cc1)C2,-3,-10,0,-27,16,4,-2,0.2,-1
CCOP(=O)(OCC)C(NC(=O)c1ccc(Cl)cc1)=C(Cl)Cl,-1,3,7,12,-1,0,3,-2.7,0
COc1cccc(C2C([N+](=O)[O-])=C(N)Oc3c2c(=O)oc2ccccc32)c1 (stereo not drawn),-1,17,1,13,9,16,-1,2.0,0
Cn1c(O)c(/C=C2\C=c3ccccc3=NC2=O)c(=O)n(C)c1=O,-3,23,-4,-6,0,4,-4,0.1,-3
C=C1C(O)[C@@H]2O[C@]3(CC[C@H](/C=C/C(C)[C@@H]4CC(C)=CC5(O[C@H](C[C@@](C)(O)C(=O)O)CCC5O)O4)O3)CC[C@H]2O[C@@H]1C(O)CC(C)[C@H]1OC2(CCCCO2)CCC1C (stereo partly drawn),-4,8,2,98*,6,10,0,-3.3,x
Cc1nccn1Cc1ccc(Cl)nc1,-1,-5,-2,-13,12,3,-4,-0.3,4
CN(C)C1=NP(N(C)C)(N(C)C)=NC(c2ccccc2)=N1,-1,-5,-2,-7,13,-2,-3,0.0,8
CN1CCN(c2nc([N+](=O)[O-])nn2C)CC1,0,-17,-39,-17,-2,19,-1,1.2,-6
COc1ccc(C2SCC(=O)Nc3c2c(C)nn3-c2ccccc2)cc1 (stereo not drawn),0,-34,12,10,36,27,-1,-0.4,8
COc1ccc(NC(=O)c2cn(CCC#N)nc2-c2cccc(Br)c2)cc1,1,-11,7,3,22,28,3,2.0,2
C[C@]12CCC(=O)C=C1C=CC1C2CC[C@]2(C)C(=O)CCC12 (stereo partly drawn),2,-2,9,19,-2,3,-1,0.7,3
CCSP1(=S)N=C(N2CCOCC2)C(C#N)=C2CCCN21 (stereo not drawn),-4,16,4,-3,-3,13,0,-1.3,6
CC(C)CC12CN3CCN(CC(C3)/C1=N/O)C2,0,2,7,-2,-5,-11,-1,0.0,-1
Fc1ccccc1N1CCN(Cc2c(F)cccc2F)CC1,0,-25,-7,26,9,-9,-5,1.7,-1
N#Cc1ccccc1OCC(=O)N1CCN(CC(=O)Nc2ccc(F)cc2)CC1,-2,9,5,10,-3,0,-9,0.3,-2
c1ccc2c(c1)[nH]c1cnccc12,-6,-2,7,16,1,13,1,1.2,-9
CC(=O)NC(Cc1ccc(N(CCCl)CCCl)cc1)C(=O)O (stereo not drawn),2,9,8,0,-9,-6,4,-0.8,-3
Cc1cc(C(=O)OCC(=O)Nc2ccc(F)cc2)c(C)n1C1CC1,2,-4,-1,3,-33,14,-5,0.8,6
CC(N)Cc1c[nH]c2cc3c(cc12)OCCO3 (stereo not drawn),-3,1,2,32,-11,-6,2,-3.2,6
Oc1cc(Cl)ccc1Oc1ccc(Cl)cc1Cl,1,-77,45*,66*,39,48,-2,-1.5,-12
